Screens from PubChem BioAssay.
KCC2 mod: modulates chloride dependent transport by human KCC2 | KCC2 cells, thallium flux FluoZin-2 fluorescence | B-score of Tl+ flux slope (higher = more flux/activation; lower = inhibition) at 10 µM | 190,000 tested, 2.2% active;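 active = thallium flux slope and its plate-corrected score both differing from the plate sample mean at a set confidence after two filtering rounds, in either direction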;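 note: slope of fluorescence scaled to starting intensity during 10 to 20 s after thallium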
Hck-Nef inh: inhibitors of human Hck kinase activated by Nef; inhibition, % at 20 µM; 220,000 tested, 0.68% active; P08631; Recombinant Hck-YEEI plus Nef, Z-Lyte FRET kinase assay;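 active = Hck-Nef kinase inhibition above about 50%, limit read from the data; inactive = inhibition below that limit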;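 note: 0% = DMSO with Hck plus Nef and 100% = Hck alone without Nef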
FXIa inh 1536: factor XIa (human) inhibition | P03951 | inhibition, % at 5 µM | 220,000 tested, 0.14% active | AID 798 | purified FXIa, Boc-Glu-Ala-Arg-AMC fluorogenic substrate;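 active = inhibition of at least 40%; inactive = inhibition below 40%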;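 note: fluorescence of freed AMC excited at 355 nm; 0% = enzyme without compound and 100% = no enzyme blank; many of its hits are not listed in these tables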
Target sequence (P03951 19-387 limits assumed): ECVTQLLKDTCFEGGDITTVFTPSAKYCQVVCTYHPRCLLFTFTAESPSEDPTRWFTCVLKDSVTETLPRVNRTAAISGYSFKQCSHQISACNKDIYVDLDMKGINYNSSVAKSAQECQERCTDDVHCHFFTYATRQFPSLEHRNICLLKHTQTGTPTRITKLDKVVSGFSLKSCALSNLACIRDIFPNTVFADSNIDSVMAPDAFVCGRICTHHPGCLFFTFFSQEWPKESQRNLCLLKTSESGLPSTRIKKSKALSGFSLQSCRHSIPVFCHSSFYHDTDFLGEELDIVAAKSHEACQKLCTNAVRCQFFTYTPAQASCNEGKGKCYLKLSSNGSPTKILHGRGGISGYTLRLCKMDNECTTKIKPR
Target sequence (P03951 388-625 limits assumed): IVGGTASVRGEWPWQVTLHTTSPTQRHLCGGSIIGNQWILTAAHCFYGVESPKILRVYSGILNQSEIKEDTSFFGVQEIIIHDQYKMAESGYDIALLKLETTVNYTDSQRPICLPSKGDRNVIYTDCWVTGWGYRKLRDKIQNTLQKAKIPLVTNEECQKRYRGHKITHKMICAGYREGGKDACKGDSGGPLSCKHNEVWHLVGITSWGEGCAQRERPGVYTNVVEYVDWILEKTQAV
L929 necroptosis: L929 zVAD cell death inhibition; AID 1377; viability rescue, % at 10 µM; 220,000 tested, 0.38% active; L929 zVAD necroptosis rescue, ATP luminescence, 24 h; with zVAD 60 µM;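 active = activation, scaled between plate controls, above about 75%, limit read from the data; inactive = activation under that limit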;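 note: 0% = zVAD with DMSO and 100% = DMSO alone without zVAD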
KLK5 inh: inhibitors of human kallikrein 5 | Q9Y337 | recombinant hK5, fluorogenic AMC substrate cleavage | inhibition, % at 5 µM | 210,000 tested, 0.59% active | AID 873;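 active = inhibition of 40% or more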;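 note: 0% = enzyme controls without compound and 100% = no-enzyme blanks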
thrombin 1536: blocks human thrombin protease activity | inhibition, % at 5 µM | alpha-thrombin, Boc-VPR-AMC fluorogenic substrate cleavage | P00734 | 220,000 tested, 0.26% active;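 active = inhibition at or above 40%; inactive = inhibition below 40%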;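 note: 0% = enzyme with no compound and 100% = wells without enzyme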
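Material: human alpha-thrombin protein; Also added: Boc-VPR-AMC substrate, 15 µM final; Timing: enzyme reaction carried out at room temperature; Signal: fluorescence, ex 355 nm, em 460 nm; Measure: % inhibition of thrombin; Controls: enzyme without compound as high, wells lacking enzyme as low.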
Rad51 HR inh: blocks human Rad51 in homologous recombination. hRad51 DNA strand exchange, fluorescence dequenching. inhibition, % at 10 µM. 200,000 tested, 0.085% active;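 active = inhibition above 40% at the single screening dose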;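 note: 0% = DMSO control wells and 100% = blanks with heterologous ssDNA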
Target sequence (Q06609 whole entry, looked up): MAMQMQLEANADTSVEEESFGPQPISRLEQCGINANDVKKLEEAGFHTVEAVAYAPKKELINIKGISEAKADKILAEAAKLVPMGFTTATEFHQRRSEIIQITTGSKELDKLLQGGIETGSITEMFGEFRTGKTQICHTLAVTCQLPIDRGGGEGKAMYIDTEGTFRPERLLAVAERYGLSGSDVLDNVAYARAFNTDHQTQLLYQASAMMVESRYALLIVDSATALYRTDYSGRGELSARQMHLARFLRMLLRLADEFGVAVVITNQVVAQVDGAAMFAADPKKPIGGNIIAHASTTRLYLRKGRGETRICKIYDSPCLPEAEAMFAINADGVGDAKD
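Test system – preformed human Rad51 ssDNA filaments · Reagent – Donor/quencher-labelled 47-bp dsDNA substrate · Incubation – 37 °C 15-min filament assembly, 30-min compound preincubation, 15-min exchange · Signal – FRET fluorescence dequenching, excitation 485 nm, emission 520 nm · Read-out – percent inhibition from fluorescence, normalised to plate control and blank means · Benchmarks – plate control and blank wells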
TNF necrop inh: inhibitors of TNF-alpha induced necroptosis in Jurkat FADD-/- cells; Jurkat FADD-/- TNF necroptosis rescue, ATP luminescence, 24 h; 0 = TNF only, 100 = no-TNF cells; activation (protection from cell death), % at 10 µM; 220,000 tested, 0.068% active; AID 463075;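 active = activation, meaning protection from cell death, of at least 50% relative to plate controls; inactive = activation below 50%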;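 note: necroptosis triggered by 40 ng/mL TNF-alpha added together with compound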
FXIIa inh 1536: factor XIIa (human) inhibition; purified FXIIa, Boc-QGR-AMC fluorogenic substrate, 2 h; inhibition, % at 5 µM; 220,000 tested, 0.3% active; in the data active = inhibition above about 40%;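 note: 0% = enzyme with no compound and 100% = blank without enzyme; many of its hits are not listed in these tables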
* = called active by the depositor; nt = no result given. Only part of the results is shown (hit frequency here may not be typical).

SMILES | KCC2 mod | Hck-Nef inh | FXIa inh 1536 | L929 necroptosis | KLK5 inh | thrombin 1536 | Rad51 HR inh | TNF necrop inh | FXIIa inh 1536
O=C1CC(N(CCc2ccccc2)C(=S)Nc2ccccc2)C(=O)N1c1ccc(F)cc1 (stereo not drawn) | -0.27 | 13.0 | -0.2 | 1.0 | -1.9 | -6.6 | nt | -0.5 | 3.8
COC(=O)c1cnc2c(C(F)(F)F)cccc2c1OC | 0.524 | 7.6 | 3.7 | -0.5 | -12.7 | 1.2 | 6.5 | -1.4 | 16.2
Cc1nn(S(=O)(=O)c2ccc(Cl)cc2)c(C)c1Sc1ccc([N+](=O)[O-])cc1 | -0.471 | 1.6 | -3.0 | 1.2 | -85.5 | -2.9 | 5.8 | 2.8 | 6.0
Cc1cc(C)n2c3c(c(C#N)c2n1)CC(C)(C)OC3 | 0.36 | 4.6 | 19.9 | 0.0 | -11.2 | 4.6 | 2.5 | -0.8 | 26.3
Cc1ccc(O)c(N=Cc2cccs2)c1 | 1.51 | 3.0 | 1.3 | -0.1 | 18.4 | -1.5 | 7.8 | 0.1 | 10.1
CCOc1ccc(S(=O)(=O)NCc2ccco2)cc1 | -0.569 | -18.6 | 6.7 | -0.8 | -1.8 | -0.3 | -4.9 | 0.7 | 17.0
Cc1ccc2nc(NC(=O)c3ccc4ncsc4c3)sc2c1 | 0.0014 | 14.0 | 4.9 | 0.3 | 3.5 | -2.3 | -0.3 | 0.6 | 19.4
NC(=O)CC(NC(=O)Cc1ccc(Br)cc1)c1ccc(NCCc2cccc(F)c2)c([N+](=O)[O-])c1 (stereo not drawn) | 1.28 | 26.9 | 3.7 | 1.0 | 3.3 | -0.1 | -0.6 | 3.4 | 7.1
CCCCOc1ccc(S(=O)(=O)NC(=O)NCc2ccc(OCCC)cc2)cc1 | -0.522 | 10.3 | 9.7 | 0.7 | -8.6 | 0.8 | 4.1 | 0.1 | 8.5
CCOC(=O)C1CCCN(C(=O)CC(C)c2ccccc2)C1 (stereo not drawn) | 0.0638 | -1.0 | 3.1 | 0.4 | -3.5 | -1.2 | 6.1 | 4.8 | 8.6
NC(=O)c1cccn1Cc1cccc(Cl)c1 | -0.836 | 0.3 | 0.9 | 0.4 | -2.6 | -0.1 | -0.8 | 2.6 | 12.1
CCc1ccc(C(=O)CSC2=C(C#N)C(c3ccco3)C(C(C)=O)=C(C)N2)cc1 (stereo not drawn) | nt | 1.1 | -3.3 | 1.9 | 6.4 | 2.3 | -7.8 | 1.5 | -10.7
Cc1cc(N2C(=O)CC(N3CCN(c4ccc(C(=O)c5cccs5)cc4)CC3)C2=O)no1 (stereo not drawn) | -0.841 | 3.2 | 0.4 | -0.1 | -10.0 | -1.2 | 8.0 | -1.2 | 4.2
CCC(c1nnnn1Cc1ccc(F)cc1)N(CCCO)Cc1cc2cc3c(cc2[nH]c1=O)OCO3 (stereo not drawn) | -0.512 | 1.6 | 1.8 | -0.1 | -1.7 | 0.0 | -2.2 | -1.0 | -7.7
COc1cc(OC)c(OC)cc1/C=N/NC(=O)c1ccc2nc[nH]c2c1 | -0.891 | 17.5 | 2.3 | 1.8 | 1.3 | -0.6 | -17.6 | 1.9 | 1.8
CCCN1C(=O)/C(=C/c2ccc(C)s2)NC1=S | 39.8* | 5.5 | 6.3 | 91.7* | -2.6 | 4.9 | -6.6 | 29.8 | 14.6
Cc1nc(Sc2cccn2C)c(C(F)(F)F)c(=O)[nH]1 | nt | -0.5 | 8.5 | 0.6 | 2.1 | -0.9 | -2.6 | -0.7 | 10.9
CCOC(=O)c1cnc2c(-c3ccccc3)cnn2c1N | nt | 1.6 | -1.4 | 1.8 | 15.5 | -1.1 | -6.4 | -3.2 | 5.6
CCC(C(=O)Nc1nc(C)c(C(=O)OC)s1)c1ccccc1 (stereo not drawn) | 0.615 | -4.3 | -1.6 | 23.0 | 1.5 | -2.0 | 13.0 | 4.5 | 6.6
C=CCSc1nnc(NC(=O)COc2ccc3ccccc3c2)s1 | -1.27 | 1.2 | -4.9 | 0.0 | 3.8 | -4.4 | -7.0 | -0.4 | 10.1
CCOC(=O)c1cc(-c2ccc(OC(F)F)cc2)nc2nc(SC)[nH]c(=O)c12 | -0.328 | 1.2 | 6.9 | -0.6 | -12.7 | -10.1 | 3.2 | -0.7 | 10.6
COc1cc(C(=O)NCc2nnc(SCC(=O)N3CCC(C)CC3)o2)cc(OC)c1OC | -0.306 | 2.1 | -4.3 | -0.5 | 19.1 | -5.3 | -1.8 | -0.9 | 4.8
Cc1cccc(C)c1NC(=O)CSc1nc(C)c(CC(=O)c2ccc(Br)cc2)c(C)c1C#N | 0.449 | 10.6 | 4.5 | 0.2 | -3.9 | -5.0 | -0.7 | -5.4 | 4.6
Cc1ccc(O)c(N=Cc2cc(Cc3ccccc3)cc([N+](=O)[O-])c2O)c1 | -3.83* | 61.6* | -1.3 | 1.2 | -6.8 | -5.5 | -36.7 | 3.1 | 2.7
Cc1ccc(-c2cc(C(=O)N3CCCc4ccccc43)no2)cc1 | -1.59 | -1.2 | 1.8 | 0.2 | -4.2 | 4.8 | 30.3 | 2.3 | 10.0
CO/N=C/c1c(-c2ccc(Cl)cc2)nc2cc(C)ccn12 | 0.118 | 11.2 | -3.6 | 8.2 | 0.9 | -16.7 | -53.5 | 1.0 | -0.4
CC(OC(=O)c1cccs1)C(=O)NCc1ccc2c(c1)OCO2 (stereo not drawn) | 1.2 | 1.6 | -4.9 | 0.0 | -5.8 | -6.9 | -6.2 | -0.8 | -3.0
Cc1ccc(S(=O)(=O)NC(C(=O)N2CCOCCOCCOCCOCC2)c2ccccc2)cc1 (stereo not drawn) | -0.428 | 18.6 | -3.0 | 0.7 | 0.4 | -5.2 | 1.4 | 0.3 | 4.1
Cc1c(NC(=S)NC(=O)CC(C)C)c(=O)n(-c2ccccc2)n1C | -0.32 | 25.3 | -0.6 | 7.4 | -5.5 | -7.5 | -28.0 | -0.8 | 11.6
O=C1Nc2c(Br)cc(Br)cc2C1(O)N1CCOCC1 (stereo not drawn) | nt | -0.6 | 2.5 | 0.1 | -4.9 | 5.3 | 0.2 | -2.6 | 15.3
Cc1cccc(N2CCN(C(=S)NCc3ccco3)CC2)c1C | -1.66 | 6.5 | 5.2 | 1.8 | -14.2 | -11.8 | -7.6 | -1.8 | 7.8
CC(=O)C1=C(O)C(=O)N(CC#N)C1c1cccs1 (stereo not drawn) | nt | 0.4 | -7.4 | 1.1 | -12.8 | -3.0 | -2.8 | -0.7 | 2.8
CC1CCN(c2ccc(/C=N\Nc3nncn3N)cc2[N+](=O)[O-])CC1 | -1.5 | 1.3 | -5.7 | -0.3 | -8.7 | -10.2 | 7.0 | 1.2 | 0.0
CN(C)CC(=O)Nc1cc(C(F)(F)F)ccc1Cl | 0.87 | 8.0 | -8.0 | 0.2 | -16.9 | -11.6 | 5.8 | 2.0 | -0.6
COCC(C)n1c(C)cc(C(=O)COC(=O)CCc2nc3ccccc3c(=O)[nH]2)c1C (stereo not drawn) | -0.0959 | 4.8 | 1.7 | -0.1 | 2.3 | -4.0 | 3.2 | 0.1 | 8.0
CC(=O)Nc1cc(C(=O)N2CCCC2)ccc1Sc1ccc(C)cc1 | -1.8 | 3.5 | -9.5 | -0.4 | -3.4 | -4.2 | 0.6 | -7.5 | 2.0
O=C(NNc1ccccc1Cl)C(O)(c1cccc(C(F)(F)F)c1)c1cccc(C(F)(F)F)c1 | 14.9* | -9.8 | 8.5 | nt | -7.8 | -1.8 | nt | -0.9 | 11.2
C=CCc1ccccc1OCCNCCCOC | 0.649 | 2.5 | -1.6 | 0.4 | 3.4 | -1.9 | nt | 3.9 | 2.7
O=C(CSc1ccc(Cl)cc1)NCC1CCCO1 (stereo not drawn) | -0.994 | -0.7 | -5.5 | -0.2 | -14.3 | -3.6 | 7.7 | -0.3 | 7.8
N/C(=N\OC(=O)CSc1ccccc1)c1cccc([N+](=O)[O-])c1 | -2.41 | 4.5 | 5.0 | -0.1 | -18.5 | -3.4 | 7.9 | 0.7 | 7.4
O=C(OCc1nnn(Cc2ccccc2)c1-c1c(COC(=O)c2ccccc2)nnn1Cc1ccccc1)c1ccccc1 | 0.0252 | 23.0 | -3.0 | -0.4 | -1.6 | -1.8 | 8.6 | -0.1 | 0.1
CC1(C)CC(=O)C(C=NCCN2CCN(C3CC(=O)N(c4ccc(Cl)c(Cl)c4)C3=O)CC2)=C(O)C1 (stereo not drawn) | -0.143 | 18.3 | -1.0 | 11.1 | 1.5 | -5.4 | 2.5 | 0.5 | 6.3
c1ccc(-c2ccc(SCc3cccnc3)nn2)nc1 | -0.0661 | 18.4 | -4.9 | 56.4 | -0.5 | -7.2 | -1.1 | -0.2 | 8.1
O=c1cc(-c2ccc([N+](=O)[O-])cc2)nc2cc(-c3ccc(Cl)cc3)[nH]n12 | 0.481 | 27.0 | 16.5 | 1.3 | 48.2* | 62.8* | -25.8 | 0.6 | -2.8
CN(C)C(CNC(=S)Nc1ccccc1)c1cccnc1 (stereo not drawn) | 0.93 | 3.2 | 0.8 | 0.2 | -6.2 | -6.1 | -4.4 | -1.6 | 2.4

A different layout for two compounds above:
molecule	KCC2 mod	Hck-Nef inh	FXIa inh 1536	L929 necroptosis	KLK5 inh	thrombin 1536	Rad51 HR inh	TNF necrop inh	FXIIa inh 1536
CC1(C)CC(=O)C(C=NCCN2CCN(C3CC(=O)N(c4ccc(Cl)c(Cl)c4)C3=O)CC2)=C(O)C1 (stereo not drawn)	-0.143	18.3	-1.0	11.1	1.5	-5.4	2.5	0.5	6.3
CN(C)CC(=O)Nc1cc(C(F)(F)F)ccc1Cl	0.87	8.0	-8.0	0.2	-16.9	-11.6	5.8	2.0	-0.6

More entries.
SMILES | KCC2 mod | Hck-Nef inh | FXIa inh 1536 | L929 necroptosis | KLK5 inh | thrombin 1536 | Rad51 HR inh | TNF necrop inh | FXIIa inh 1536
COc1cccc(-c2nnc(NC(=O)C3CCCCC3)o2)c1 | 0.403 | 0.7 | 4.1 | 0.4 | -4.0 | -1.6 | 0.6 | 0.4 | 9.6
O=S(CC1CC1(Cl)Cl)CC1CC1(Cl)Cl (stereo not drawn) | -0.802 | 2.4 | 0.0 | 1.8 | -7.3 | -3.4 | 3.0 | 2.7 | 8.8
CCOc1cccc2sc(NC(=O)CC)nc12 | nt | 0.6 | -6.5 | -0.1 | 13.5 | -3.9 | nt | 11.5 | -4.9
Cc1cc(C(=O)Nc2ccon2)c(C)o1 | -0.875 | 3.4 | -3.5 | 1.3 | -18.0 | -1.4 | -7.4 | -0.7 | -0.1
N=c1sccn1CC(=O)Nc1ccc(S(N)(=O)=O)cc1 | 0.955 | 15.3 | 1.1 | 2.5 | 0.8 | -8.0 | nt | 16.1 | 3.7
Cc1nc2ccccn2c1/C(O)=C1\C(=O)C(=O)N(CCN2CCOCC2)C1c1cccs1 (stereo not drawn) | -0.104 | -6.9 | 7.3 | 0.3 | 5.6 | 2.5 | 4.7 | -0.9 | 17.3
CCOC(=O)c1oc2ccc(S(=O)(=O)n3nc(-c4ccc(OC)cc4)cc3N)cc2c1C | 0.00535 | -5.2 | 5.7 | -1.5 | -2.3 | -6.6 | nt | -11.9 | 11.9
C(=C\c1ccccc1)/C=N/Nc1ccc2nncn2n1 | 0.427 | 5.6 | 6.0 | -0.4 | 5.5 | 3.8 | -20.5 | 1.6 | 8.7
COc1ccc(C(=O)N/N=C2/SCC(=O)N2Cc2ccc3c(c2)OCO3)cc1OC | nt | 0.1 | 8.7 | 0.3 | -15.2 | 4.2 | -2.5 | -1.6 | 22.5
